H9c2 TAG inh: inhibitors of triacylglycerol accumulation; H9c2 cells, Nile Red lipid (TAG) fluorescence; cells loaded with 200 µM oleic acid; inhibition, % at 12.5 µM; 0.66% of 230,000 active;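 active means pattern-corrected inhibition of lipid staining of at least 50% with the nuclear-stain viability signal not falling by more than 50%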;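 further: 0% = DMSO wells and 100% = triacsin C control wells; some results filed as inactive read as strong as hits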
H9c2 TAG inh DAPI viability: recorded beside H9c2 TAG inh, whose call it bears; DAPI nuclei signal change (viability), lower = more cytotoxic, %;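 whole-well DAPI fluorescence read on a plate reader as a viability signal; minus 50 percent equals half of cells still viable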
* hit, by the source's call. This is a subset, so the mix of outcomes need not match the whole.

SMILES	H9c2 TAG inh	H9c2 TAG inh DAPI viability
CSc1ccc(NC(=O)NN(c2ccccc2)C2CCS(=O)(=O)C2)cc1 (configuration not stated)	-6.8	5.9
O=C(NCC(c1cccs1)N1CCOCC1)c1cc2ccccc2oc1=O (configuration not stated)	-0.9	-5.2
COc1ccc(C(=O)NCCc2ccc(C(F)(F)F)cc2)cc1S(=O)(=O)N1CCOCC1	2.6	-7.1
COc1ccc(OC)c(CCNC(=O)CCC(=O)N2CCOc3ccc(C)cc32)c1	3.1	-6.6
Clc1ccc(CSc2nc3ccncc3[nH]2)cc1	7.7	6.1
N#Cc1nc(-c2ccc(OCc3ccccc3)cc2)oc1NCCCn1ccnc1	16.8	-6.0
CCCC(C)NC(=O)CN1C(=O)c2cccc3cccc1c23 (configuration not stated)	-4.6	4.0
CCOC(=O)c1c(NC(=O)c2ccoc2C)sc(C)c1C	11.8	2.6
CC1CCCN(C(=O)COC(=O)Cc2c[nH]c3ccccc23)C1 (configuration not stated)	-16.9	6.3
CCCC(=O)Nc1ccc2c(c1)nc(CCN1CCC(C)CC1)n2C	-26.5	4.4
Cc1cccc(-n2cc(CNCCN3CCOC3=O)c(-c3cccc(F)c3)n2)c1	30.0	13.3
O=C(NCc1ccc2c(c1)OCO2)c1ccc2c(c1)S(=O)(=O)c1ccccc1C2=O	0.2	-4.3

Gathered by group, those above with sulfur (six)
SMILES	H9c2 TAG inh	H9c2 TAG inh DAPI viability
CSc1ccc(NC(=O)NN(c2ccccc2)C2CCS(=O)(=O)C2)cc1 (configuration not stated)	-6.8	5.9
O=C(NCC(c1cccs1)N1CCOCC1)c1cc2ccccc2oc1=O (configuration not stated)	-0.9	-5.2
COc1ccc(C(=O)NCCc2ccc(C(F)(F)F)cc2)cc1S(=O)(=O)N1CCOCC1	2.6	-7.1
Clc1ccc(CSc2nc3ccncc3[nH]2)cc1	7.7	6.1
CCOC(=O)c1c(NC(=O)c2ccoc2C)sc(C)c1C	11.8	2.6
O=C(NCc1ccc2c(c1)OCO2)c1ccc2c(c1)S(=O)(=O)c1ccccc1C2=O	0.2	-4.3

Later entries
SMILES	H9c2 TAG inh	H9c2 TAG inh DAPI viability
CCOC(=O)[C@H]1[C@H]2COc3ccc(Cl)cc3[C@@H]2N2C(=O)c3cc(Br)ccc3NC(=O)[C@@]12C	12.7	-5.1
O=C(O)c1ccc(-c2ccc(/C=C3\NC(=O)N(Cc4ccc(Cl)cc4)C3=O)o2)cc1Cl	-1.2	-0.9
NCCCC[C@H]1CNC(=S)N1CCCCC1CCCCC1	-19.1	24.1
COc1ccc(NC(=O)CN(C)CC(=O)Nc2ccc(C)c(S(=O)(=O)N3CCCCC3)c2)cc1	0.7	-4.7
O=C(CSc1cc(Cl)ccc1Cl)Nc1ccc(N2CCOCC2)cc1	13.6	-3.5
CC(C)CCOc1ccc(C2=NNC(=O)CC2)cc1	27.5	-13.5
COc1ccc(S(=O)(=O)N2CCOC2CNC(=O)C(=O)NCCN2CCOCC2)cc1OC (configuration not stated)	-5.4	5.8
CC(=O)NC1C(OCc2cccc(Br)c2)OC(COC(C)=O)C(OC(C)=O)C1OC(C)=O (configuration not stated)	7.1	-3.6
CCOc1ccc(N2CC(C(=O)Nc3cccc(S(=O)(=O)N4CCOCC4)c3)CC2=O)cc1 (configuration not stated)	-12.7	3.4
CC(=O)c1cc2c(=O)c3ccccc3oc2nc1C	13.9	-2.4
Cc1ccc(Nc2nc(/N=C/N(C)C)n[nH]2)cc1C	7.6	-1.5
CCc1ccc(C2C(C#N)=C(N)C(C#N)(C#N)C3=CCC(C(C)(C)C)CC32)cc1 (configuration not stated)	-0.8	15.0
O=C(Cc1cccs1)NCCS(=O)(=O)N1CCN(c2cccc(Cl)c2)CC1	-1.1	2.3
CC(=O)Nc1ccc(NS(=O)(=O)c2ccc3c(c2)oc(=O)n3C)cc1	-0.6	-5.9
C=CCc1ccc(OCCn2nnc3ccccc32)c(OC)c1	-5.1	-6.2
CN(C)S(=O)(=O)c1ccc(S(=O)(=O)N2CCCC2)cc1	-5.3	-7.5
CCn1c(COc2ccc(=O)n(-c3ccccc3)n2)nnc1SCC(=O)OC	-3.2	10.7
CS(=O)(=O)N(CC(=O)Nc1ccccc1Cl)c1ccc(Cl)cc1	-11.3	12.1
COc1ccc(CN2C(=O)c3cccnc3C2Nc2ccc(C)cc2)cc1 (configuration not stated)	1.8	0.5
CCN1C(=NCCOC)N[C@@H](c2cccc(F)c2)C(C(=O)OC)=C1C	2.6	-5.8
COc1ccc(C(=O)Nc2ccc(C(=O)OCC(=O)c3ccccc3)cc2)cc1	24.9	-11.8
O=C(COC(=O)c1cccnc1Cl)NC(=O)c1ccc(OC(F)F)cc1	-4.1	-2.9
CSc1nnc(-c2ccco2)n1-c1ccccc1	-2.6	1.0
COc1cccc(C(C)(O)c2nc(-c3cccc(F)c3)cs2)c1 (configuration not stated)	-12.0	-0.9
CCN(CC)CCn1c(N)cc(=O)[nH]c1=O	16.3	-9.2
Cc1cc(C(=O)N2CCN(c3ncccn3)CC2)nn1C	-4.4	2.8
CCCNS(=O)(=O)c1ccc2c(c1)CCCN2C(C)=O	-21.4	-6.0
Cn1nc(C(=O)NNC(=O)CCc2ccccc2Cl)c2ccccc2c1=O	10.2	3.8
Cc1ccc(CSCC(=O)N/N=C/c2ccc(OCC(=O)Nc3ccc(C)cc3)cc2)cc1	6.1	3.7
CCCC(CCC(=O)Nc1cc([N+](=O)[O-])ccc1O)C(=O)O (configuration not stated)	11.1	-2.7
CN(C)Cc1nc2ccccc2c(=O)n1Cc1nc(-c2cccc([N+](=O)[O-])c2)cs1	-19.4	11.4
CCOc1cc2c(cc1OC)C(c1cccc([N+](=O)[O-])c1)NCC2 (configuration not stated)	-6.9	26.1
COC(=O)[C@@H]1C[C@@]2(O)[C@H](O)[C@H](O)[C@H](O)C[C@H]2N1C/C=C/c1ccccc1	-27.4	9.1
CC(C)C(NS(=O)(=O)c1cccc2nsnc12)C(=O)NCCC1=CCCCC1 (configuration not stated)	4.0	2.8
CCCCOC(=O)c1ccc(NC(=O)c2cnccn2)cc1	9.9	-5.8
Cc1ccc(-c2nc(N)c3c(-c4ccc(C)cc4)nn(C(C)(C)C)c3n2)cc1	28.6	23.1
COc1cc(Cl)c(C)cc1NC(=O)CSc1nnc(CN2CCCC2)o1	1.1	4.6
COc1ccc(Nc2ncnc3ccccc23)cc1	-7.2	3.6
O=C(NCc1ccccc1)c1cc(C2CCCN(C(=O)c3cccs3)C2)on1 (configuration not stated)	16.4	6.9
Cc1cc(OCC(=O)OCC(=O)N2CCCCC2)ccc1Cl	-2.4	22.6
CC(=O)N1CCN(S(=O)(=O)c2cccc(C(=O)OCc3ccc(C(C)(C)C)cc3)c2)CC1	-16.8	-5.6
CCc1nc2c(cnn2-c2ccc(Cl)cc2)c(=O)n1-c1ccc2c(c1)OCCO2	-123.4	1.1
CCOc1ccc(C(=O)Oc2cc(C)[nH]c(=O)c2[N+](=O)[O-])cc1	-1.0	-5.5
Cc1cccc(-n2cnc(C(=O)N/N=C\c3ccc(Br)cc3)c2)n1	4.1	-0.4
CCOC(=O)c1ccc(NC(=O)N2CCN(c3cccc(OC)c3)CC2)cc1	-24.3	8.2
Cc1ccc(C(C)C)c(OCC(O)CN2CC(C)OC(C)C2)c1 (configuration not stated)	-2.2	6.4
O=C(CN1CCN(c2ccccc2F)CC1)NCc1ccccc1	-6.5	4.6
CC1(C)Cc2c(sc(NC(=O)c3ccco3)c2C#N)CO1	-7.8	6.6

A second format for three compounds above.
| SMILES | H9c2 TAG inh | H9c2 TAG inh DAPI viability |
| --- | --- | --- |
| CC(=O)c1cc2c(=O)c3ccccc3oc2nc1C | 13.9 | -2.4 |
| Cc1ccc(Nc2nc(/N=C/N(C)C)n[nH]2)cc1C | 7.6 | -1.5 |
| CCc1ccc(C2C(C#N)=C(N)C(C#N)(C#N)C3=CCC(C(C)(C)C)CC32)cc1 (configuration not stated) | -0.8 | 15.0 |

Next structures
SMILES	H9c2 TAG inh	H9c2 TAG inh DAPI viability
CCOC(=O)C1=CC[C@]2(C)c3c(c4ccccc4n3C)C(=O)C1N2C	6.8	-0.6
Cc1nc2ccc(NS(=O)(=O)c3ccccc3Cl)cc2s1	4.8	0.7
O=C(/C=C/c1ccc(S(=O)(=O)N2CCOCC2)cc1)NCCc1ccc(C(F)(F)F)cc1	-28.6	-7.4
O=Cc1ccc2c(c1)OCCOCCOCCOCCO2	-22.1	0.7
COc1cc2c(cc1OC)CN(C(=O)c1ccccc1C(=O)O)CC2	-29.8	-6.4
OC(CN1C2=NCCCN2c2ccccc21)c1ccc(Br)cc1 (configuration not stated)	6.9	10.6
CCOC(=O)c1sc(=NC(=O)CCS(=O)(=O)c2ccccc2)n(C)c1C	3.2	-0.3
CCOc1ccc(C(C)NC(=O)c2ccccc2OCc2c(C)noc2C)cc1OCC (configuration not stated)	-0.6	-1.2
O=C(Nc1ccc(N2CCN(C(=O)c3ccco3)CC2)c(Cl)c1)c1cccnc1	9.8	-2.5
COc1cc(Nc2nnc(C)s2)c(Cl)cc1Cl	2.9	-1.4
CCOC(=O)[C@H]1[C@H]2COc3ccc(OC)cc3[C@@H]2N2C(=O)c3cc(C)ccc3NC(=O)[C@@]12C	-0.3	-12.0
O=C(NCCCN1CCOCC1)c1ccc(S(=O)(=O)Nc2cccc(C(F)(F)F)c2)cc1	-11.6	5.1
COc1cccc(C(c2nnnn2CS(=O)(=O)c2ccc(C)cc2)N2CCN(C)CC2)c1OC (configuration not stated)	37.1	-10.1
C/C(=N\Nc1cc(C)nc(NCc2ccccc2)n1)c1ccc([N+](=O)[O-])cc1	-11.0	4.5
FC(F)c1nc2ccccc2[nH]1	-9.9	3.0
O=C(CCn1c(=O)[nH]c2ccccc2c1=O)NCCCN1CCN(c2cccc(Cl)c2)CC1	12.8	28.9
CC(=O)Nc1nn(CC(C)C)c2nc3ccc(C)cc3cc12	17.5	0.5
CCOC(=O)Cc1csc(NC(=O)CSc2nc(N)c3c(C)c(C)sc3n2)n1	-5.9	-6.8
CC(C)(C)OC(=O)N1CCCN(C(=O)Nc2ccc(C(F)(F)F)cc2)CC1	-4.0	8.7
CCOC(=O)c1c(CN2CCOCC2)n(-c2ccccc2)c2cc(Br)c(OC)cc12	12.9	-6.3
CC1(c2ccc3c(c2)OCO3)NC(=O)N(CC(=O)Nc2ccccc2)C1=O (configuration not stated)	11.2	-10.6
C(=NOCCc1ccccc1)c1ccncc1	-6.4	-10.6
CN(CC(=O)Nc1ccc(Cl)c(C(F)(F)F)c1)C(=O)c1cccs1	-12.7	3.2
Cc1cc(C(=O)C(=O)O)c(C)n1-c1ccc(Cl)cc1	1.5	9.2
COc1ccc(/C=C/C(=O)NCCCNC(=O)/C=C/c2ccc(OC)c(OC)c2)cc1OC	1.8	-5.2
COc1ccc(/C=C/C(=O)OCC(=O)N2CC(=O)Nc3ccccc32)cc1S(=O)(=O)N1CCOCC1	-1.6	-2.5
Cc1nc(-c2cccc(S(=O)(=O)N3CCCCCC3)c2)cs1	-8.2	-4.7
Cc1ccc(NC2(C#N)CCCC2)cc1	-8.7	-2.3
O=C(NCc1ccc(F)cc1)c1cc(-c2ccccn2)nc2ccc(S(=O)(=O)N3CCOCC3)cc12	0.1	8.9
O=C(c1ccc(Cl)cc1)C1CCCN(C(=O)/C=C/c2ccccn2)C1 (configuration not stated)	0.7	-2.1
CSc1nc2ccc(NC(=O)c3cccs3)cc2s1	-7.0	-3.7
CSc1ccccc1OCc1cc(C(=O)N2C[C@H]3CC[C@H]2C3)no1	6.7	-2.1
O=c1cc(N2CCc3ccccc3C2)[nH]c(=O)n1C1CCCCC1	34.3	-11.7
CCC(=O)NC(Nc1nc2ccc(C)cc2s1)(C(=O)OC)C(F)(F)F (configuration not stated)	-3.5	4.5
O=C(N/N=C/c1cccc(Oc2ccccc2)c1)c1ccc(O)cc1O	10.2	2.3
c1ccc(Nc2ccc3c4c(cccc24)CC3)cc1	-61.3	1.9
Cn1c(=O)c2[nH]c(NN=Cc3cccc(Br)c3)nc2n(C)c1=O	15.0	2.5
Cc1cc(Cc2cc(C)c(N)cc2C)c(C)cc1N	-5.0	6.1
CC1CCC/C(=C\c2ccc(O)cc2)C1=O (configuration not stated)	2.8	-6.0
CC(=O)OCC1OC(n2ccc3ccccc32)C(OC(C)=O)C(OC(C)=O)C1OC(C)=O (configuration not stated)	-11.1	2.3
COc1cc(/C=N/NC(=O)C2COc3ccccc3O2)ccc1O (configuration not stated)	-4.5	2.1
O=C(CC1S/C(=N/N=C/c2cccnc2)NC1=O)Nc1ccccc1 (configuration not stated)	-15.4	-4.6
CC(=O)N[C@@H](Cc1c[nH]c2ccccc12)C(=O)OCC(=O)Nc1ccc(S(=O)(=O)N(C)C)cc1	-0.3	3.7
CCOC(=O)N1CCN(C(=O)c2ccc3c(SCC(=O)O)c4c(nc3c2)CCC4)CC1	6.5	2.4
COc1ccc(NC(=O)c2cc(C3CCCCN3S(=O)(=O)c3c(C)noc3C)on2)c(C)c1 (configuration not stated)	11.8	-10.1
COc1c2ccccc2nc2ccccc12	-3.5	-2.2
CCn1c(SCC(=O)NCCc2ccc(OC)c(OC)c2)nc2c([nH]c3ccccc32)c1=O	71.9	-67.7
COCCN(C(=O)c1cc(OC)c(OC)c(OC)c1)c1c(N)n(Cc2ccccc2)c(=O)[nH]c1=O	0.4	-1.5
CC1CCN(CC(=O)Nc2ccc(Cl)cc2[N+](=O)[O-])CC1	-1.5	4.4
Cc1cc(NC(=O)CSc2nc3c(c(=O)n2C)SCC3)no1	-11.0	2.7
O=C(NCC(=O)c1ccccc1)OCc1ccc([N+](=O)[O-])cc1	-5.7	-1.1
O=C(NCc1ccc(F)c(F)c1)C1CCC(=O)N(CC2CCCCC2)C1 (configuration not stated)	2.2	-6.5
O=C(/C=C/c1ccco1)OCc1nnc(-c2ccc(Cl)cc2)o1	-1.7	4.2

Rewritten with each value named: part of the list above.
CC1CCN(CC(=O)Nc2ccc(Cl)cc2[N+](=O)[O-])CC1
  H9c2 TAG inh: -1.5	H9c2 TAG inh DAPI viability: 4.4
Cc1cc(NC(=O)CSc2nc3c(c(=O)n2C)SCC3)no1
  H9c2 TAG inh: -11.0	H9c2 TAG inh DAPI viability: 2.7

Source: PubChem BioAssay (Sanford-Burnham Center for Chemical Genomics)
